p53ts 39C tox: kills p53ts cells at the nonpermissive temperature; Potency, µM (highest dose often 46.1 µM), without a hit: top-dose activity change, negative = cell killing, most hits filed as cytotoxic; 130,000 tested, 1.5% active; H1299-p53A138V viability at 39C, ATP luminescence, 24 h; also: nearly all actives have a fitted effect of over 55% in size
IkB sig inh: IkB pathway inhibition in ABC-DLBCL cells; ABC-DLBCL IkBa-CBG/CBR dual luciferase ratio, 4 h; response scale: scaled: untreated 0%, proteasome inhibitor 100%; Potency, µM (top dose mostly 57.1 µM), without a hit: at the top dose IkBa stabilization activation; 110,000 tested, 0.04% active; active = well fitted curve in the direction sought with a large enough effect in the signal ratio, not every such curve was filed as active; inconclusive = small, poorly fitted or top-dose-only effect, or a change in a side signal; the % refers to the signal ratio;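 also: the direction sought is a rising ratio; 0% = basal untreated cells and 100% = reference inhibitor full response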
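In this assay, an IκBα–CBG68 fusion accumulates when IKK-driven degradation is blocked; native CBR normalizes for cell number. OCI-Ly3 cells were treated 4 h with compound and doxycycline, then green and red light read after Chroma-Glo addition.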
p53ts 32C kill: cytotoxicity in p53ts cells at permissive temperature. 130,000 tested, 0.93% active. Potency, µM (series often up to 46.1 µM), for the others: at the top dose activity change, negative = cytotoxicity, most hits filed as cytotoxic. AID 924. H1299-p53A138V at 32C, ATP luminescence viability, 24 h;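 also: 0% = DMSO and -100% = full killing by reference compound; nearly all actives have a fitted effect of over 55% in size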
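ATP-content luminescence (ATPlite) read-out after 24 h compound exposure at 32C in H1299-p53A138V cells (600/well). Tested up to 46 uM. Normalized to DMSO (0%) and 100 uM tamoxifen (100% killing); Hill-fit AC50.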
Peg3 imprint: induces erasure of genomic imprints in mouse ES cells; mouse ES Peg3-LacZ reporter, beta-gal luminescence, 40 h; Potency, µM (highest dose often 60.7 µM), for inactives: at the highest dose activity change, positive = activation, hits mostly activators; 110,000 tested, 0.02% active; AID 1948;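 also: 0% = negative control wells on the plate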
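Imprint erasure is scored as LacZ activity from the silenced maternal Peg3 allele in feeder-free female ES cells cultured 40 h with LIF. Luminescence is normalized to in-plate negative controls and fitted to the Hill equation.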
* = called active by the depositor; ? = inconclusive; . = no result given; & = joins results of further samples; [ ] = remark or other dose. Unless noted, calls follow the shape of the dose curve; as a rule, active = well fitted curve in the direction sought with a large enough effect; inconclusive = small, poorly fitted or top-dose-only effect, or another doubt; inactive = no such curve, though single readings can be large; an effect the other way counts as inactive or inconclusive. Unless noted, % is scaled to controls: 0 for no effect and ±100 for the full control effect; potency is read from the fitted curve at half-maximal effect.

SMILES	p53ts 39C tox	IkB sig inh	p53ts 32C kill	Peg3 imprint
CCSc1nnc2c(n1)OC(c1cc(OC)c(OC)c(OC)c1)Nc1ccccc1-2 (stereo not drawn)	9%	-1.7%	-3%	-16%[10.9 µM]
COc1ccc(-c2noc(CN(C(C)C)S(=O)(=O)c3ccc(Br)cc3)n2)cc1	-15%	?	2%	-8%[10.9 µM]
O=C(O)C/C=C\CC(=O)O	-11%[9.22 µM]	-0.1%[11.4 µM]	0%[9.22 µM]	-18%[10.9 µM]
COCCCNC(=O)c1c(C)nn(-c2ccc(F)cc2)c1-n1cccc1	2%	-0.4%	4%	-4%[10.9 µM]
CCOc1ccc(C(=O)c2cn(Cc3ccc(F)cc3)c3ccc(F)cc3c2=O)cc1	-28%	?	15%	-4%[10.9 µM]
CCCOc1cccc(C2c3c(oc4ccc(F)cc4c3=O)C(=O)N2Cc2ccc3c(c2)OCO3)c1 (stereo not drawn)	12%	-1.3%	-3%	-5%[10.9 µM]
O=C(c1ccc2nc(N3CCOCC3)sc2c1)N1CCN(C(=O)c2ccco2)CC1	1%	-2.3%	4%	-15%
COc1ccc(-c2nnc(SCC(=O)Oc3c(C)cccc3C)o2)cc1OC	23%	1.5%	-5%	-7%[10.9 µM]
CC1(C)CC(C#N)(N2CCOCC2)CCO1 (stereo not drawn)	3%	1.7%	5%	3%
CCc1cc2c(CN3CCN(CC)CC3)cc(=O)oc2cc1O	15%	-1.4%	6%	-12%
CCCCNC(=O)C1CCC(Cn2c(=O)c3sccc3n(CC(=O)N3CCCC3)c2=O)CC1 (stereo not drawn)	?	4.8%	3%	-6%[10.9 µM]
O=C(NCc1ccccn1)c1ccc2nc(-c3ccco3)c(-c3ccco3)nc2c1	-19%	3.1%	-24%	-12%
CCOC(=O)c1c(S(=O)(=O)NCC(=O)NCc2ccccc2)c(C)n(C)c1C	-15%	0.3%	15%	-10%[10.9 µM]
NC(=O)c1oc2ccccc2c1NC(=O)c1nc2ccccc2s1	-11%	?	1%	-6%
CCCCNc1nc(Oc2ccc(OCCC)nn2)nc(N(C)C)n1	-19%	?	0%	-11%[10.9 µM]
Cc1ccsc1C(=O)OCC(=O)c1cc2ccccc2o1	-18%	?	-16%	-3%
Cc1ccc(OCCn2c(CCCO)nc3ccccc32)cc1	-8%	-0.1%	-2%	-8%
C=CCC(C#Cc1ccccc1)N(C)C (stereo not drawn)	6%	1.6%	6%	0%
O=C(CSc1n[nH]c(-c2ccncc2)n1)c1ccccc1	16%	?	-4%	-6%
Cc1cccc(N(C)S(=O)(=O)c2nnc(NC(=O)C(C)Oc3ccccc3)s2)c1 (stereo not drawn)	?	4.1%	-21%	22%[10.9 µM]
COc1ccc(NC(=O)CN(C)S(=O)(=O)c2cccc3cccnc23)cc1	-4%	-2.0%	-5%	-5%
COc1cc(Cl)c(C)cc1NC(=O)CSc1nc2ccccc2o1	-13%	?	-9%	-15%
COc1ccccc1NS(=O)(=O)c1cc2c(cc1Cl)NC(=O)CO2	9%	?	5%	-10%[10.9 µM]
COc1cccc(Cn2c(C)c(CNCc3cccc(C)c3)c(C(=O)O)c2C)c1	-12%	0.6%	4%	-7%[10.9 µM]
COc1ccc(Cc2nc3ccc(C(=O)NCc4ccccc4C)cc3o2)cc1	-18%	?	-7%	-10%[10.9 µM]

18 compounds already listed, ordered by SMILES length, low to high:
SMILES	p53ts 39C tox	IkB sig inh	p53ts 32C kill	Peg3 imprint
O=C(O)C/C=C\CC(=O)O	-11%[9.22 µM]	-0.1%[11.4 µM]	0%[9.22 µM]	-18%[10.9 µM]
C=CCC(C#Cc1ccccc1)N(C)C (stereo not drawn)	6%	1.6%	6%	0%
CC1(C)CC(C#N)(N2CCOCC2)CCO1 (stereo not drawn)	3%	1.7%	5%	3%
Cc1ccc(OCCn2c(CCCO)nc3ccccc32)cc1	-8%	-0.1%	-2%	-8%
O=C(CSc1n[nH]c(-c2ccncc2)n1)c1ccccc1	16%	?	-4%	-6%
CCCCNc1nc(Oc2ccc(OCCC)nn2)nc(N(C)C)n1	-19%	?	0%	-11%[10.9 µM]
COc1cc(Cl)c(C)cc1NC(=O)CSc1nc2ccccc2o1	-13%	?	-9%	-15%
COc1ccccc1NS(=O)(=O)c1cc2c(cc1Cl)NC(=O)CO2	9%	?	5%	-10%[10.9 µM]
COCCCNC(=O)c1c(C)nn(-c2ccc(F)cc2)c1-n1cccc1	2%	-0.4%	4%	-4%[10.9 µM]
COc1ccc(-c2nnc(SCC(=O)Oc3c(C)cccc3C)o2)cc1OC	23%	1.5%	-5%	-7%[10.9 µM]
COc1ccc(NC(=O)CN(C)S(=O)(=O)c2cccc3cccnc23)cc1	-4%	-2.0%	-5%	-5%
COc1cccc(Cn2c(C)c(CNCc3cccc(C)c3)c(C(=O)O)c2C)c1	-12%	0.6%	4%	-7%[10.9 µM]
CCSc1nnc2c(n1)OC(c1cc(OC)c(OC)c(OC)c1)Nc1ccccc1-2 (stereo not drawn)	9%	-1.7%	-3%	-16%[10.9 µM]
CCOC(=O)c1c(S(=O)(=O)NCC(=O)NCc2ccccc2)c(C)n(C)c1C	-15%	0.3%	15%	-10%[10.9 µM]
CCOc1ccc(C(=O)c2cn(Cc3ccc(F)cc3)c3ccc(F)cc3c2=O)cc1	-28%	?	15%	-4%[10.9 µM]
Cc1cccc(N(C)S(=O)(=O)c2nnc(NC(=O)C(C)Oc3ccccc3)s2)c1 (stereo not drawn)	?	4.1%	-21%	22%[10.9 µM]
CCCCNC(=O)C1CCC(Cn2c(=O)c3sccc3n(CC(=O)N3CCCC3)c2=O)CC1 (stereo not drawn)	?	4.8%	3%	-6%[10.9 µM]
CCCOc1cccc(C2c3c(oc4ccc(F)cc4c3=O)C(=O)N2Cc2ccc3c(c2)OCO3)c1 (stereo not drawn)	12%	-1.3%	-3%	-5%[10.9 µM]

(continued)
SMILES	p53ts 39C tox	IkB sig inh	p53ts 32C kill	Peg3 imprint
Cc1ccc(CNC(=O)CC2Oc3ccccc3NC2=O)cc1 (stereo not drawn)	-7%	-0.6%	-3%	8%[10.9 µM]
Cc1c(NC(=O)c2cnn3c2NC(c2ccc(Br)cc2)CC3C(F)(F)F)c(=O)n(-c2ccccc2)n1C (stereo not drawn)	-14%	.	-4%	.
CCn1c(CN2CCN(C(=O)c3ccco3)CC2)nc2c1c(=O)n(C)c(=O)n2C	11%	-1.3%	5%	-17%
CCc1ccccc1NS(=O)(=O)c1ccc2c(c1)CCN2C(=O)C1CC1	3%	-1.3%	2%	-14%[10.9 µM]
Cc1ccc(NC(=O)CCc2c(C)nn(-c3ccc(N4CCOCC4)nn3)c2C)cc1F	?	0.7%	-20%	-14%[10.9 µM]
COc1ccc(C2/C(=C(/O)c3ccccc3)C(=O)C(=O)N2CCN2CCOCC2)c(OC)c1 (stereo not drawn)	-1%	1.8%	5%	-5%
CCN1CCCC1CNC(=O)c1cc2c(-c3ccc(Cl)cc3)nn(C)c2s1 (stereo not drawn)	-21%	14%	3%	-22%
Cc1ccc(NC(=O)N2CCC(N3CCN(Cc4ccccc4)C(=O)C3=O)CC2)cc1Cl	8%	-0.1%	-7%	?
Fc1cccc(Cl)c1Cn1nnc(-c2ccc3c(c2)OCO3)n1	-23%	6.4%	-14%	12%
COc1cccc(OCc2nc3ccccc3n2C)c1	20µM*	0.5%	?	-50%[inhibitor][10.9 µM]
COc1ccccc1C(=O)Nc1cc2c(cc1N1CCOCC1)n(C)c(=O)n2C	5%	-1.6%	20%	11%[10.9 µM]
O=c1c2cnn(-c3ccccc3)c2nnn1Cc1ccccn1	3%	3.9%	-14%	-1%
Cn1c2c(c(=O)n(C)c1=O)CN(CCCN1CCOCC1)CN2	-8%	-0.8%	4%	5%
O=C1C(Cl)=C(NCC2CCCO2)C(=O)N1CCc1ccccc1 (stereo not drawn)	-3%	2.6%	-5%	-11%
COc1ccc2c(c1)N(C[C@@H](C)CN(C)C)c1ccccc1S2	-9%[20.6 µM]	0.0%[25.6 µM]	-8%[20.6 µM]	-8%[16.8 µM]
C#CCCCO/N=C1/[C@H]2O[C@@H]2[C@@H](O)[C@H]2[C@H]1CCn1c(=O)n(-c3ccccc3)c(=O)n12	4%[9.22 µM]	.	2%[9.22 µM]	.
COc1ccc(OC(C)C(=O)NCc2cccnc2)cc1 (stereo not drawn)	8%	1.8%	7%	10%
COc1ccc(NC(=O)COc2ccccc2)c(OC)c1	-27%	4.7%	-12%	14%
CCOc1ccc(CCNC(=O)c2ccc(CSCc3ccccc3C)o2)cc1OCC	-21%	?	7%	-13%[10.9 µM]
CC12C=C(/C=C/c3ccccc3)C(C)(C1)C(c1ccccc1)CC2=O (stereo not drawn)	21%[9.22 µM]	.	3%[9.22 µM]	.
NC(=O)CSc1nc2ccccc2n1-c1ccccc1	7%	3.3%	4%	0%
Clc1ccc(C(c2ccccc2Cl)C(Cl)Cl)cc1 (stereo not drawn)	-10%	5.1%	21%	12%&-7%&-12%
COc1ccccc1CN1CC2(CCN(C(=O)c3ccncc3)CC2)C1	13%	-0.4%[11.4 µM]	-3%	.
CCN1/C(=C2\C(=O)N(C)C(=S)N2C)C=Cc2ccccc21	-2%	.	?	.
c1cncc(-c2nnc3n2N=C(c2cccs2)CS3)c1	-6%	2.4%	2%	-6%
Next part:
SMILES	p53ts 39C tox	IkB sig inh	p53ts 32C kill	Peg3 imprint
CCC(=O)N1c2ccc(S(=O)(=O)CCC(=O)NCCC3=CCCCC3)cc2CC1C (stereo not drawn)	-5%	-1.1%	-14%	-13%
CN1C(=O)CC(n2c(CO)nc3ccccc32)C1=O (stereo not drawn)	0%	1.7%	-7%	-3%
Cn1cccc1C(=O)N1CCC2(CC1)CCN(c1ccccc1)CC2	?	-0.3%[11.4 µM]	-6%	.
Cc1cc(=O)c2cc(C(=O)Nc3ccccc3C)ccc2[nH]1	3%	-2.9%	-4%	-9%[10.9 µM]
COCCNC(=S)c1ccc(OC)cc1	4%	0.8%	-6%	3%
Cc1ccc(C)c(N2CCN(C(=O)Cn3nc(Cc4cccnc4)c4ccccc4c3=O)CC2)c1	13%	?	13%	-7%[10.9 µM]
CCCCOc1cccc(NC(=O)c2cccc(C(=O)Nc3cccc(OCCCC)c3)c2)c1	0%	8.5%	-4%	-16%[10.9 µM]
O=C(c1csc2c1CCCC2)N1CCN(c2ccc(F)cc2)CC1	-18%	.	-1%	.
COC(=O)c1cccc(OCC(O)Cn2ccnc2)c1 (stereo not drawn)	-1%	2.1%	2%	1%
CCN(C1CCCCC1)S(=O)(=O)c1ccc(S(=O)(=O)N2CCN(CCC#N)CC2)cc1	-8%	0.0%	11%	-17%
CC1CCCC(C)N1C(=O)COC(=O)c1ccc[nH]c1=O (stereo not drawn)	9%	0.5%	-2%	-3%
CC(=O)c1cccc(S(=O)(=O)NCC(c2ccco2)N2CCCCC2)c1 (stereo not drawn)	0%	1.5%	-1%	-23%
CC(=O)N1CCc2c(sc3c2c(=O)n(-c2ccccc2C)c(=O)n3CC(=O)Nc2ccccc2)C1	-10%	?	7%	16%[10.9 µM]
CCOc1ccc(-c2nnc(-c3ccc(OC)cc3)o2)cc1	8%	.	7%	.
CCCN(CCC)c1nc(NC2CCN(C(=O)OCC)CC2)nc(OC)n1	20µM*	?	48%[activator]	-25%

Screens as filed in PubChem.
